Hsp70 displacement = Hsp70 inhibitors, probe displacement, primary screen, biochemical, fluorescence polarization (AID 583) | 140,000 tested, 0.06% active | displacement, % at 20 µM, or IC50 in µM where a hit was titrated | Hsp70 fluorescence polarization probe displacement, mP; higher % means a stronger effect; in the data active = displacement above about 50%;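 note: plate controls were vehicle for no effect and reference ligand for full effect; a part of the inactive calls stands beside numbers as strong as those of hits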
MKP-3 inhibition = MKP-3 phosphatase inhibitors, primary screen, biochemical, rat enzyme, in vitro (AID 425). recombinant MKP-3 phosphatase activity, fluorescence; higher % means a stronger effect. one-dose inhibition, % at 20 µM; IC50 in µM for titrated hits. 110,000 tested, 0.17% active; in the data active = inhibition above about 50%;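 note: plate controls were vehicle for no effect and reference inhibitor for full effect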
Starred values were filed as active, the others as inactive; x = no result given; & = joins results of further samples. The list is partial; the hit share may differ from the screen's.

SMILES | Hsp70 displacement | MKP-3 inhibition
O=C1/C(=C/c2ccccn2)N2CCC1CC2 | -2.4% | 1%
C=C1CC[C@@]2(O)[C@H]3Cc4ccc(O)c5c4[C@@]2(CCN3CC2CC2)[C@H]1O5 | -4.3% | -12%
CC1CN(CCc2ccccc2)CC(C)O1 (configuration not stated) | -0.5% | x
COCCCNC(=O)c1c(NC(=O)c2ccccc2Cl)n(Cc2ccccc2)c2nc3ccccc3nc12 | -12% | x
CC(Cc1ccccc1)NC(=O)/C=C/c1ccccc1 (configuration not stated) | -2.8% | 0%
COc1ccccc1N1CCN(C(CNC(=O)Oc2ccccc2)c2cccnc2)CC1 (configuration not stated) | -0.2% | -7%
O=C(COc1ccccc1)Nc1ccc(Cl)cc1C(=O)c1ccccc1 | -0.7% | 3%
Cc1ccc(NC(=O)C2C(C)(C)C2(C)C)cc1C | 2.3% | 2%
C[n+]1ccc(-c2ccncc2)cc1 | -2.0%&0.1% | -11%&-2%
Cc1ccc(-c2nc3ccccc3c(=O)n2-c2cccnc2)cc1 | 1.6% | 6%
Clc1cccc(CCNCc2cccnc2)c1 | 0.7% | 2%
Cc1ccc2c(c1)CC1(CN2C)C(=O)NC(=O)N(C(C)C)C1=O (configuration not stated) | -0.2% | 4%
CCOC(=O)[C@]1(C#N)[C@@H]2C=CC(C(C)=O)=CN2[C@@H](C(N)=O)[C@@H]1c1ccsc1 | 38% | 6%
N/C(=N\[N+](=O)[O-])N1CCN(C(=O)c2ccc(Cl)cc2)CC1 | 0.4% | 2%
Cc1ccc(-c2nc(N(C)C3CCN(C)CC3)c3ccccc3n2)cc1 | -1.4% | x
Oc1ccc(Br)cc1CN1CCN(Cc2ccc(F)cc2)CC1 | -0.7% | -1%
O=C1NC(=S)NC(=O)C1=Cc1ccccc1OS(=O)(=O)c1ccc2ccccc2c1 | -0.4% | 6%
CCCCCn1c(=O)c(C(=O)Nc2nc(C)cs2)c(O)c2ccccc21 | -3.3% | 1%
CCC(=NCCCN1CCOCC1)c1c(O)n(Cc2ccccc2)c(=O)[nH]c1=O | 0.4% | -6%
CCOC(=O)CC1=C(C(=O)OCC)C2(C(=O)N1CC(=O)OC)C(C#N)=C(N)Oc1ccccc12 (configuration not stated) | -2.7% | x
CCC1(CC)C(=O)NC(=O)N(C(=O)c2ccc(Br)cc2)C1=O | -2.4% | 1%
Cc1cc(O)c(CN2CCN(c3ccccc3)CC2)cc1C | 6.5% | x
O=c1c2ccccc2nc(-c2ccco2)n1-c1ccccn1 | 2.6%&-1.3% | -10%&-3%
CCOC(=O)C1=C(C)N(C)C2(C)CC1c1ccccc1O2 (configuration not stated) | 9.2% | -30%
Cc1sc2nc(COC(=O)Cc3ccccc3)[nH]c(=O)c2c1C | -6.1% | x

Carrying on:
SMILES | Hsp70 displacement | MKP-3 inhibition
CCC(CC)NCCc1ccc(OC)c(OC)c1 | -3.7% | 2%
CCOc1ccccc1-n1c(O)c(C=NCc2ccc3c(c2)OCO3)c(=O)[nH]c1=O | -6.3% | -4%
Cc1cc(-c2ccccc2)[n+]2cc(Br)ccc2n1 | 0.4% | 1%
CN1CCN(C(=O)COc2ccc3ccccc3c2Br)CC1 | 0.6% | -14%
COc1ccccc1CCNCc1cccc(Cl)c1 | 0.5% | 1%
O=C(COc1ccccc1)N1CCN(Cc2ccccc2)CC1 | -0.1% | 5%
Cn1ncnc2c(=O)n(C)c(=O)nc1-2 | x | 2.3µM*
COC(=O)c1ccc(-c2ccc(C=C3C(=O)NC(=S)NC3=O)o2)cc1 | -5.1% | -3%
Cc1ccc2occ(CN3CC4CC(C3)c3cccc(=O)n3C4)c(=O)c2c1 (configuration not stated) | -0.9% | -7%
CC(=NCCCN1CCOCC1)c1c(O)[nH]c(=O)[nH]c1=O | -3.4% | 6%
CCCCn1c(=O)c(C(=O)Nc2cccc(O)c2)c(O)c2ccccc21 | 2.2% | 0%
CC(C)OC12Oc3ccccc3C=C1N1CCC2CC1 (configuration not stated) | 1.4% | 1%
O=[N+]([O-])c1ccc(NCCOc2ccccc2F)c2cccnc12 | -1.6% | 4%
COc1ccc(OP(=O)(Oc2ccccc2)Oc2ccc(OC)cc2)cc1 | 4.6% | 1%
COc1ccc(OC)c(CN2CCN(C(=O)COc3cccc(C)c3)CC2)c1 | 1.2% | -6%
COc1cccc(-c2nc(CS(=O)CC(=O)N3CCC4(CC3)OCCO4)c(C)o2)c1 (configuration not stated) | 11% | -3%
O=C(COc1ccc2ccccc2c1)N1CCN(CCCc2ccccc2)CC1 | -0.3% | 6%
CC1=NN(c2ccccc2)C(=O)C1/C=C1\C(=O)NC(=O)N(c2cc(C)cc(C)c2)C1=O (configuration not stated) | 4.6% | x
Cc1ccc(N)c(C(=O)c2ccccc2)c1 | -2.9% | x
Cc1ccccc1C(O)(Cc1ccccc1)C1CN2CCC1CC2 (configuration not stated) | -1.8% | x
O=C(Nc1ccc2c(c1)OCO2)c1cn(Cc2ccc(F)cc2)nn1 | 0.3% | -5%
Cc1c(/C=C2/CC3C4CC=C5CC(O)CCC5(C)C4CCC3(C)C2=O)cnn1C (configuration not stated) | 4.3% | x
Nc1c(C(=O)NCCN2CCOCC2)c2nc3ccccc3nc2n1Cc1ccco1 | 15% | -4%
CCC(=NCc1cccnc1)c1c(O)n(C2CCCCC2)c(=O)[nH]c1=O | -2.9% | -2%
Cc1ccc(N2C(=O)NC(=O)C3(Cc4ccccc4N4CCCC43)C2=O)cc1 (configuration not stated) | 1.3% | 0%

(cont.)
SMILES | Hsp70 displacement | MKP-3 inhibition
CN(C)CCC(=O)c1ccc(Cl)c(Cl)c1 | 6.0% | 7%
Cc1nc2cc(-c3ccccc3)nn2c(C)c1CCC(=O)N1CCC2(CC1)OCCO2 | -1.6% | -2%
CC1(C)CC(=O)C=C(NCCN2CCN(C(=O)Cc3ccc(Cl)cc3)CC2)C1 | 0.5% | -5%
CCN(CC)CCCN=Cc1c(O)n(-c2cccc(C)c2C)c(=O)[nH]c1=O | 3.9% | -5%
Cn1c(O)c(C=NCCCN2CCCC2=O)c(=O)n(C)c1=O | -0.6% | -13%
Clc1ccc(CCNCc2ccccn2)c(Cl)c1 | 4.1% | 0%
O=C1C(=Cc2ccc(-c3ccccc3[N+](=O)[O-])o2)C(=O)N(c2ccccc2)C(=S)N1c1ccccc1 | 8.3% | 1%
CCC(=NC1CC1)c1c(O)n(C2CCCCC2)c(=O)[nH]c1=O | 0.3% | -13%
C=Cn1ccnc1P(=S)(c1ccc(N(C)C)cc1)c1nccn1C=C | 5.4% | -9%
c1ccc(C2N3CCCN23)cc1 (configuration not stated) | -0.4% | x
O=C(COC(=O)Cc1ccccc1)NC12CC3CC(CC(C3)C1)C2 | 2.9% | x
CCCS(=O)(=O)N1CCCC(C(=O)N2CCC3(CC2)OCCO3)C1 (configuration not stated) | 0.6% | 4%
C=CCN1C(=O)C2(C(C(=O)OCC)=C(N)Oc3c2c(=O)oc2ccccc32)c2ccccc21 (configuration not stated) | 0.3% | -1%
CC12CCC3C(CC=C4CC(O)CCC43CO)C1CCC2O (configuration not stated) | 4.5% | 4%
Cc1ccc(-c2ccc(C=C3C(=O)NC(=S)NC3=O)o2)cc1[N+](=O)[O-] | 3.8% | 4%
CCn1c(C)c(C(=O)O)c2cc(OC)ccc21 | -0.1% | 7%
Cc1cc(C=C2C(=O)NC(=O)NC2=O)c(C)n1C | 2.8% | 2%
COc1cccc(OC)c1C(=O)Nc1nc(N)n(-c2ccccc2)n1 | 0.4% | x
CC(C(=O)Nc1ccc(Br)cc1C(=O)c1ccccc1)N1CCOCC1 (configuration not stated) | 1.9% | x
CCOC(=O)c1c(-c2ccc(OC)cc2)oc2ccc(OC(=O)N(C)C)cc12 | -6.5% | -11%
CN1CC[C@@](O)(c2ccccc2)[C@@H]2CCC[C@@H]21 | -1.7% | 0%
CC1(C)C(c2ccccc2)=NC(c2cccnc2)N1O (configuration not stated) | 2.9%&8.5% | 2%&10%
CN(C)CC#CCOCCOCCC#N | 2.0% | 2%
COc1ccccc1N1C(=O)NC(=O)C2(Cc3cc(C)ccc3N(C)C2)C1=O (configuration not stated) | 2.5% | 2%
C=CCn1c(O)c(C(C)=NCCN2CCCCC2)c(=O)[nH]c1=O | -0.1% | x

Reformatted with values under each structure: 23 of the compounds above
Each structure is followed by: Hsp70 displacement | MKP-3 inhibition
COC(=O)c1ccc(-c2ccc(C=C3C(=O)NC(=S)NC3=O)o2)cc1
  -5.1% | -3%
Cc1ccc2occ(CN3CC4CC(C3)c3cccc(=O)n3C4)c(=O)c2c1 (configuration not stated)
  -0.9% | -7%
CC(=NCCCN1CCOCC1)c1c(O)[nH]c(=O)[nH]c1=O
  -3.4% | 6%
CCCCn1c(=O)c(C(=O)Nc2cccc(O)c2)c(O)c2ccccc21
  2.2% | 0%
CC(C)OC12Oc3ccccc3C=C1N1CCC2CC1 (configuration not stated)
  1.4% | 1%
O=[N+]([O-])c1ccc(NCCOc2ccccc2F)c2cccnc12
  -1.6% | 4%
COc1ccc(OP(=O)(Oc2ccccc2)Oc2ccc(OC)cc2)cc1
  4.6% | 1%
COc1ccc(OC)c(CN2CCN(C(=O)COc3cccc(C)c3)CC2)c1
  1.2% | -6%
COc1cccc(-c2nc(CS(=O)CC(=O)N3CCC4(CC3)OCCO4)c(C)o2)c1 (configuration not stated)
  11% | -3%
O=C(COc1ccc2ccccc2c1)N1CCN(CCCc2ccccc2)CC1
  -0.3% | 6%
CC1=NN(c2ccccc2)C(=O)C1/C=C1\C(=O)NC(=O)N(c2cc(C)cc(C)c2)C1=O (configuration not stated)
  4.6% | x
Cc1ccc(N)c(C(=O)c2ccccc2)c1
  -2.9% | x
Cc1ccccc1C(O)(Cc1ccccc1)C1CN2CCC1CC2 (configuration not stated)
  -1.8% | x
O=C(Nc1ccc2c(c1)OCO2)c1cn(Cc2ccc(F)cc2)nn1
  0.3% | -5%
Cc1c(/C=C2/CC3C4CC=C5CC(O)CCC5(C)C4CCC3(C)C2=O)cnn1C (configuration not stated)
  4.3% | x
Nc1c(C(=O)NCCN2CCOCC2)c2nc3ccccc3nc2n1Cc1ccco1
  15% | -4%
CCC(=NCc1cccnc1)c1c(O)n(C2CCCCC2)c(=O)[nH]c1=O
  -2.9% | -2%
Cc1ccc(N2C(=O)NC(=O)C3(Cc4ccccc4N4CCCC43)C2=O)cc1 (configuration not stated)
  1.3% | 0%
CN(C)CCC(=O)c1ccc(Cl)c(Cl)c1
  6.0% | 7%
Cc1nc2cc(-c3ccccc3)nn2c(C)c1CCC(=O)N1CCC2(CC1)OCCO2
  -1.6% | -2%
CC1(C)CC(=O)C=C(NCCN2CCN(C(=O)Cc3ccc(Cl)cc3)CC2)C1
  0.5% | -5%
CCN(CC)CCCN=Cc1c(O)n(-c2cccc(C)c2C)c(=O)[nH]c1=O
  3.9% | -5%
Cn1c(O)c(C=NCCCN2CCCC2=O)c(=O)n(C)c1=O
  -0.6% | -13%

Further compounds.
SMILES | Hsp70 displacement | MKP-3 inhibition
CCC(CC)N1CCN(Cc2cc(Br)ccc2OC)CC1 | 0.3% | 5%
C=CCOc1ccc(CC2C(=O)N(C)C(=O)N(C)C2=O)cc1 | 5.8% | -5%
CCCCn1c(=O)c(C(=O)Nc2ncccc2O)c(O)c2ccccc21 | 0.2% | 4%
Cc1ccc(-c2nc3ccccc3c(=O)n2-c2ccccn2)cc1 | -4.5% | 2%
COc1ccccc1CCNCc1ccc([N+](=O)[O-])cc1 | 0.6% | 0%
CCOP(=O)(OCC)C(=C(Cl)Cl)C(C(=O)OC)C(=O)OC | -3.0% | 3%
Nc1ccc(Cc2ccc(N)c(Cl)c2)cc1Cl | -4.6% | -4%
CC(C)[C@@]1(NC(=O)[C@@H]2C[C@@H]3c4cccc5[nH]cc(c45)C[C@H]3N(C)C2)O[C@@]2(O)[C@@H]3CCCN3C(=O)[C@H](Cc3ccccc3)N2C1=O | -1.8% | -13%
O=c1[nH]c(=O)n(Cc2ccccc2)c(O)c1C=NCCCn1ccnc1 | -18% | -2%
CN(C)CCN=Cc1c(O)n(CCC2=CCCCC2)c(=O)[nH]c1=O | -4.3% | 1%
COc1cccc(CN2CCCCC2c2cccnc2)c1 (configuration not stated) | 4.3% | -8%
CCC(C)C12CN3CCN(CC(C)(C3)C1=O)C2 (configuration not stated) | 2.8% | x
CP(C)(=O)CCC(=O)O | -5.8% | -9%
N[C@@H](Cc1c[nH]c2ccccc12)c1nnc(SCc2ccccc2F)o1 | 5.8% | -8%
CCC1(C)CC(CCNCc2ccc(OC)cc2)(c2ccc(OC)cc2)CCO1 (configuration not stated) | -0.7% | 3%
Cc1ccc2cc3cc(C(=O)N4CCC5(CC4)OCCO5)oc3nc2c1 | -1.5% | -4%
Cc1cccc(C)c1NC1=NCCCCS1 | 3.1% | -1%
COCCOC(=O)C1=C(C)OC(N)=C(C(=O)OC)C12C(=O)Nc1ccccc12 (configuration not stated) | -2.9% | 0%
O=C1c2ccccc2C(=O)N1Cc1nc2ccccc2c(=O)n1-c1cccnc1 | 3.5% | 4%
O=C(Nc1ccc(Cl)cc1C(=O)c1ccccc1)c1ccc(S(=O)(=O)N2CCOCC2)cc1 | 4.8% | 1%

Screens (PubChem BioAssay)
